HT1080NT lethal: qHTS for induction of synthetic lethality in tumor cells producing 2HG: qHTS for the HT-1080-NT fibrosarcoma cell line; HT-1080-NT fibrosarcoma viability, CellTiter-Glo ATP luminescence, 48 h; Potency, µM (doses to about 46.1 µM), for inactives: at the highest dose activity, negative = less viability, actives largely listed as cytotoxic; 360,000 tested, 1.6% active;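 also: NT is the 2HG producing partner of a matched IDH1 knockdown line; potency is read from the fitted curve at half-maximal effect; 0% = DMSO-treated cells and -100% = media-only wells without cells; nearly all actives have a fitted effect of over 55% in size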
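Read-out is CellTiter-Glo luminescence after 10 minutes at room temperature, following 48 hours' compound treatment of HT-1080-NT cells (750 cells/well, RPMI, 5% FBS, 37 degrees C).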
HT1080 IDH1KD tx: qHTS for induction of synthetic lethality in tumor cells producing 2HG: qHTS for the HT-1080-IDH1KD cell line; HT-1080 IDH1 knockdown viability, ATP luminescence, 48 h; 360,000 tested, 2% active; Potency, µM (doses to about 46.1 µM), inactives show at the highest dose activity, negative = toxicity, hits mostly cytotoxic;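 also: potency is read from the fitted curve at half-maximal effect; 0% = DMSO wells and -100% = cell-free medium wells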
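Knockdown cells (IDH1KD HT-1080) received compounds 2 h after plating at 750 cells/well and were kept 48 h at 37 °C in 5% FBS RPMI. A CellTiter-Glo luminescence read gave % activity for curve fitting.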
IL-1B inflam inh: qHTS for Inhibitors of Inflammasome Signaling: IL-1-beta AlphaLISA Primary Screen. THP-1 LPS/ATP IL-1B secretion, AlphaLISA, 16 h; hits give low values. activity change, % at 57.5 µM. 360,000 tested, 4.7% active. AID 743279, 2014; in the data active = activity change below about -50%; inconclusive = mostly about -30% to -49%; also: % is scaled to controls: 0 for no effect and ±100 for the full control effect
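THP-1 cells pretreated 1 hr with compounds (up to 57.5 uM final), then stimulated with LPS (250 ng/mL final) plus ATP (1.25 mM final); secreted IL-1B measured by AlphaLISA after 16 hr, decreased signal indicating inhibition.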
S2 tox: Viability Counterscreen for Primary qHTS for Inhibitors of ATXN expression | S2 cells (HEK-293 line with an ATXN2-luciferase reporter) viability, CellTiter-Fluor protease fluorescence, 24 h | Potency, µM (titrated, usually from 56.7 µM), usual class: cytotoxic | 400,000 tested, 0.49% active | AID 651635, 2014; also: potency is read from the fitted curve at half-maximal effect; nearly all actives have a fitted effect of over 40% in size
MCF10A rereplic: A quantitative high throughput screen for small molecules that induce DNA re-replication in MCF 10a normal breast cells. MCF 10A DNA re-replication, Hoechst nuclear intensity, 48 h. Potency, µM (titrated, usually from 46.1 µM), inactives show at the top dose activity, positive = re-replication, most hits filed as activators. 350,000 tested, 2.9% active. AID 624296, 2012; also: potency is read from the fitted curve at half-maximal effect; % of control where 0% means no effect; nearly all actives have a fitted effect of over 50% in size
ATXN2 expr inh: Primary qHTS for Inhibitors of ATXN expression | Potency, µM (highest dose often 57 µM), for the others: top-dose activity change, negative = inhibition, most hits filed as inhibitors | HEK-293 ATXN2-luciferase reporter, luminescence, 24 h | AID 1745845, 2022 | 360,000 tested, 0.72% active; also: potency is read from the fitted curve at half-maximal effect; % is scaled to controls: 0 for no effect and ±100 for the full control effect; nearly all actives have a fitted effect of over 55% in size
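qHTS (up to 57 uM final) was run with 24 h compound exposure of reporter cells at 37 °C. Each well was multiplexed: SteadyGlo luminescence measured ATXN2-luciferase expression after a fluorogenic Gly-Phe-AFC viability readout (25 uM final).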
KB-V1 MDR tox: qHTS assay for MDR1-selective chemotherapeutics: Primary screen using the drug-selected MDR subline cells KB-V1 | KB-V1 MDR cells viability, CellTiter-Glo, 72 h | AID 1347076, 2019 | Potency, µM (highest dose often 46.1 µM), for inactives: top-dose activity change, negative = cytotoxicity, usual class: cytotoxic | 400,000 tested, 3.4% active; also: potency is read from the fitted curve at half-maximal effect; % is scaled to controls: 0 for no effect and ±100 for the full control effect; nearly all actives have a fitted effect of over 60% in size
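qHTS viability screen in drug-selected KB-V1 MDR cells: 72 h compound treatment at 37 degrees C, ATP luminescence end point.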
KB-3-1 tox: qHTS assay for MDR1-selective chemotherapeutics: Primary screen using the parental adenocarcinoma cell KB-3-1; Potency, µM (series often up to 46.1 µM), inactives show top-dose activity change, negative = cytotoxic, actives largely listed as cytotoxic; 400,000 tested, 1.4% active; KB-3-1 viability, CellTiter-Glo ATP luminescence, 72 h; also: potency is read from the fitted curve at half-maximal effect; % is scaled to controls: 0 for no effect and ±100 for the full control effect; nearly all actives have a fitted effect of over 60% in size
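KB-3-1 parental drug-naive adenocarcinoma cells in DMEM/10% FBS, incubated 72 h at 37 C with pin-transferred compounds across a concentration series. Viability by CellTiter-Glo luminescence; concentration-response curves fitted after normalization.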
SW480 rereplic: A quantitative high throughput screen for small molecules that induce DNA re-replication in SW480 colon adenocarcinoma cells. SW480 DNA re-replication, Hoechst DNA content imaging, 48 h. 340,000 tested, 1.8% active. Potency, µM (highest dose often 46.1 µM), for the others: at the highest dose re-replication activation, most hits filed as activators; also: potency is read from the fitted curve at half-maximal effect; % of control where 0% means no effect; nearly all actives have a fitted effect of over 55% in size
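Image-based DNA-content assay: after two days of treatment, nuclei were labelled with the DNA dye Hoechst and imaged, and hits were compounds raising the count of nuclei showing high fluorescence intensity.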
Numbers without * were called inactive; i = inactive; u = inconclusive; x = not tested or not shown; [ ] = remark or other dose. Unless noted, calls follow the shape of the dose curve; as a rule, active = well fitted curve in the direction sought with a large enough effect; inconclusive = small, poorly fitted or top-dose-only effect, or another doubt; inactive = no such curve, though single readings can be large; an effect the other way counts as inactive or inconclusive. An unsorted share of the library; overall some 11% were active at least once.

Preview (two entries):
Order of values – HT1080NT lethal	HT1080 IDH1KD tx	IL-1B inflam inh	S2 tox	MCF10A rereplic	ATXN2 expr inh	KB-V1 MDR tox	KB-3-1 tox	SW480 rereplic
COc1ccccc1NS(=O)(=O)c1cc(NC(=O)c2ccc(Cl)nc2)ccc1Cl
  u	u	-63*	u	18µM*	20µM*	8.2µM*	u	1%
Cc1cc(C)n(CCC(=O)N/N=C/c2ccc(Cl)c([N+](=O)[O-])c2)n1
  1%	22%	-90*	u	7%	-9%	u	9%	-4%

Main list, previewed entries included:
Order of values – HT1080NT lethal	HT1080 IDH1KD tx	IL-1B inflam inh	S2 tox	MCF10A rereplic	ATXN2 expr inh	KB-V1 MDR tox	KB-3-1 tox	SW480 rereplic
COc1ccccc1NS(=O)(=O)c1cc(NC(=O)c2ccc(Cl)nc2)ccc1Cl
  u	u	-63*	u	18µM*	20µM*	8.2µM*	u	1%
Cc1cc(C)n(CCC(=O)N/N=C/c2ccc(Cl)c([N+](=O)[O-])c2)n1
  1%	22%	-90*	u	7%	-9%	u	9%	-4%
O=C(OCC(=O)N(Cc1ccccc1)Cc1ccccc1)c1ccccc1NCCO
  u	-14%	-7	i	19%	13%	u	2%	24%
O=c1[nH]c(CSc2nc(-c3ccccc3)cs2)nc2ccccc12
  -14%	-2%	-7	i	10%	-19%	u	-3%	1%
C=CCNC(=O)c1c(Cl)cccc1Cl
  11%	15%	-1	i	-4%	-5%	2%	-1%	3%[9.22 µM]
Cc1ccc(C)c(NS(=O)(=O)c2ccc(-c3ccc(=O)[nH]n3)o2)c1
  -10%	-9%	33	i	-3%	-2%	11%	21%	0%
O=C(CCC(=O)c1ccc(Cl)cc1)OCn1nnc2ccccc2c1=O
  0%	-2%	0	i	-3%	-1%	-2%	u	2%
CCN(CC)c1ccc(C(=O)OCC(=O)N2CCN(c3ccccc3)CC2)cc1
  13%	2%	5	i	-5%	3%	0%	24%	-3%
COc1cc(S(=O)(=O)N2CCN(C)CC2)c(OC)cc1Cl
  11%	4%	-12	i	22%	-9%	10%	15%	0%
CCOc1ccc(OCc2ccc(C(=O)N3CCCC(C)C3)cc2)cc1 (stereo unspecified)
  -4%	-9%	-6	i	12%	u	-24%	-9%	2%
Cc1ccccc1-n1cnnc1SCC(=O)N1CCN(c2ccccc2)CC1
  16%	17%	-3	i	12%	5%	u	-2%	4%
C/C(=N\NC(=O)COc1ccc(C#N)cc1)c1ccccc1OC(F)F
  -23%	-12%	-1	i	0%	-23%	-5%	10%	-6%
CNC(=O)[C@@H]1CCC(=O)N1
  14%	6%	13	i	-17%	6%	-8%	3%	-10%
CNC(=O)CSc1nnc(-c2ccc(S(=O)(=O)N3CCCC3)cc2)n1-c1cccc(C)c1C
  2%	5%	-9	i	4%	-1%	u	23%	0%
NC(=O)COc1ccccc1C1=NO[C@@](CC(=O)O)(C(=O)Nc2ccc3c(c2)OCCO3)C1
  -6%	2%	0	i	1%	-8%	-8%	-1%	-8%
CCOC(=O)c1ccc(NC2SC(=O)N(Cc3cccc(C(=O)O)c3)C2=O)cc1 (stereo unspecified)
  x	x	x	i	x	-6%	2%	13%	x
CCN(CC)S(=O)(=O)c1ccc(C(=O)NCCCN=C2NS(=O)(=O)c3ccccc32)cc1
  -9%	0%	15	i	7%	4%	u	22%	2%
CCN(CC)CCCNC(=O)CSc1nc2c(c(C(F)(F)F)n1)CCc1ccccc1-2
  u	u	u	u	16%	-14%[11.3 µM]	-9%	u	u
COc1ccc(CNC(=O)CSc2nc(-c3ccccc3)cc(-c3cccs3)c2C#N)cc1
  -8%	-17%	33	i	13%	u	-6%	11%	16%
CC(=C/c1ccccc1)/C=N/NC(=O)c1ccccn1
  -19%	-28%	-6	i	0%	u	0%	-21%	-6%
CCOC(=O)C(=O)Nc1cc(Cl)ccc1C
  8%	6%	12	i	-14%	11%	0%	5%	-5%
CC1Cc2ccccc2N1C(=O)Cn1cc(C(F)(F)F)ccc1=O (stereo unspecified)
  -1%	3%	-5	i	x	x	0%	-18%	x
CC(C)CNC(=O)CC(=O)NN=C1CCCC1
  2%	20%	0	i	4%	-9%	2%	-2%	u
Cc1ccc(OCC(=O)N2CCCC(CCC(=O)N(C)CCc3ccccn3)C2)cc1 (stereo unspecified)
  4%	2%	24	i	1%	x	u	-15%	-1%
COc1ccc(S(=O)(=O)N(CCCN2CCCC2=O)Cc2cc3c(C)ccc(C)c3[nH]c2=O)cc1
  -2%	0%	u	i	15%	2%	18%	-28%	-3%
CCOC(=O)C1(CCOC)CCN(Cc2ccccc2-c2ccco2)CC1
  3%	-2%	13	i	-2%	-11%	-3%	5%	-3%
Cc1ccc(C(=O)ONC(=O)c2ccc(Cl)cc2)cc1[N+](=O)[O-]
  -27%	-16%	u	i	1%	8%	u	-11%	u
COC(=O)C1(CCSC)NC(c2ccco2)C2C(=O)N(C)C(=O)C21 (stereo unspecified)
  0%	0%	3	i	1%	3%	3%	-2%	-14%
Cc1ccc(S(=O)(=O)NCCCC(=O)O)cc1
  4%	6%	8	i	3%	28%	-1%	-2%	4%
O=C(O)CN1CCN(Cc2ccc(F)cc2Cl)C1=O
  4%	u	10	i	-1%	-4%	-14%	-13%	0%

Order of values – HT1080NT lethal	HT1080 IDH1KD tx	IL-1B inflam inh	S2 tox	MCF10A rereplic	ATXN2 expr inh	KB-V1 MDR tox	KB-3-1 tox	SW480 rereplic
CCn1cnc2cc(NC(=O)COc3ccc(C)cc3)ccc21
  u	-11%	-4	i	10%	-19%	u	-8%	7%
CCOC(=O)C(=O)N(C)c1c(CC)nc2c(OCc3ccccc3)cccn12
  24%	0%	1	i	x	7%	4%	0%	x
CC(=O)Nc1c(NC(C)(C)C)c2ccccc2oc1=O
  16%	2%	-3	i	-14%	-25%	u	1%	-1%
O=C(Cn1cnc2ccccc21)Nc1ccc(F)c(F)c1
  -8%	-5%	24	i	-1%	-31%	0%	3%	0%
COc1ccc(Cc2nc3ccc(C(=O)N4CCC[C@H]4CO)cc3o2)cc1
  1%	-1%	3	i	0%	10%	1%	17%	-6%
CC1CCC(C(C)C)C(=O)/C1=C/c1ccc(N)cc1 (stereo unspecified)
  -5%	u	3	i	u	31%[activator]	-2%	-1%	6%
Cc1cccc(N/C(N)=N/c2nc(C)cc(=O)[nH]2)c1
  2%	14%	-10	i	-9%	-19%	1%	0%	-5%
CC(=O)c1ccc(S(=O)(=O)N2CCN(C(=O)c3ccc(-n4cncn4)c([N+](=O)[O-])c3)CC2)cc1
  7%	-3%	0	i	3%	-10%	0%	u	0%
Cc1cc(C)n(NC(=S)NC2CCCCC2)c(=O)c1C#N
  11%	11%	26	i	-5%	u	-6%	-1%	-1%
COc1cc(C2CC(=O)N(CC(=O)Nc3ccccc3F)c3ccccc3S2)cc(OC)c1OC (stereo unspecified)
  x	x	x	u	x	u	u	-16%	x
COC(=O)c1cnn2c(C(F)(F)F)cc(-c3ccccc3)nc12
  u	u	16	i	-5%	-3%	-14%	-4%	-5%
O=c1c2ccccc2ncn1Cc1cccc2ccccc12
  -2%	1%	-54*	i	10%	1%	3%	6%	-8%
CCCc1cc(NCC2CCCO2)n2c(nc3ccccc32)c1C#N (stereo unspecified)
  -4%	-19%	-4	i	16µM*	4%	u	-10%	u
Cn1nccc1NC(=O)CC1(CC(=O)O)CCCCC1
  5%	8%	3	i	0%	0%	-9%	7%	-10%
Cc1ccc2nc(N3C(=O)C(O)=C(C(=O)c4ccco4)C3c3cccs3)sc2c1 (stereo unspecified)
  u	u	66	i	21µM*	48%[activator]	13µM*	-15%	u
c1ccc(N2CC3CCc4ccccc4C3=N2)cc1 (stereo unspecified)
  -12%	7%	42	x	21µM*	110%[activator]	0%	-1%	7.3µM*
CCOC(=O)C1=C(CC)OC(N)=C(C#N)C1c1cc(OC)ccc1OC (stereo unspecified)
  8%	14%	-19	i	-184%[0.0737 µM]	-6%	23%	7%	-5%
CN1CCN(NC(=O)Nc2cc(Cl)cc(Cl)c2)CC1
  10%	10%	u	i	-3%	-5%	0%	-12%	-15%
Cc1ccc(NC(=O)c2nc(S(C)(=O)=O)ncc2N(Cc2ccccc2)Cc2ccco2)c(C)c1
  x	x	x	i	x	0%	8%	2%	x
O=C(Cn1cc(Cl)ccc1=O)c1ccc(Cl)cc1
  19%	22%	-18	i	3%	24%	-12%	0%	-5%
Cc1ccc([N+](=O)[O-])cc1NC(=O)Nc1onc(C)c1C
  -2%	0%	-14	i	1%	x	0%	-2%	-5%
CC(C)(CN1CCCN(CC(C)(C)C(=O)O)C1=O)C(=O)O
  8%	8%	-9	i	x	x	16%	0%	x
COc1ccc(-c2cc(C(F)F)n3ncc(C(=O)n4ccnc4C)c3n2)cc1
  -25%	u	-21	u	16µM*	-38%	0%	-5%	u
CCOC(=O)CC(NS(=O)(=O)Cc1ccccc1)c1ccc(C)cc1 (stereo unspecified)
  15%	3%	-1	i	0%	-8%	-16%	-1%	-4%
CCc1ccc(-n2nc(C)c3c(C)cc(=O)n(CC(=O)Nc4cc(Cl)ccc4OC)c32)cc1
  x	x	x	i	x	6%	13%	6%	x
CCC(C)NC(=O)CN(c1ccc(Cl)c(Cl)c1)S(C)(=O)=O (stereo unspecified)
  20%	1%	-6	i	-25%	6%	-6%	u	-11%
Cc1ccc(S(=O)(=O)c2nc(-c3ccccc3Cl)oc2N2CCN(C)CC2)cc1
  -3%	2%	-66*	i	16%	-17%	-10%	-9%	u

Source: PubChem (National Center for Advancing Translational Sciences (NCATS))
